hERG protect: hERG rescue from dofetilide block, primary screen, cell-based, CHO-hERG, FluxOR thallium flux, dofetilide IC70. actives 0.51% (n = 310,000). Voltage-gated inwardly rectifying potassium channel KCNH2 (Homo sapiens), Q12809. dofetilide IC70 present. activation (rescue from dofetilide block), less the hit threshold, % at 10 µM;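 active = activation above the mean of controls blocked by dofetilide plus 5 SD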;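 note: thallium influx through hERG after potassium depolarization seen as dye fluorescence rise; in these data hits start at about 4.7%; inactives centre near -7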
Target sequence (Q12809 whole entry, looked up): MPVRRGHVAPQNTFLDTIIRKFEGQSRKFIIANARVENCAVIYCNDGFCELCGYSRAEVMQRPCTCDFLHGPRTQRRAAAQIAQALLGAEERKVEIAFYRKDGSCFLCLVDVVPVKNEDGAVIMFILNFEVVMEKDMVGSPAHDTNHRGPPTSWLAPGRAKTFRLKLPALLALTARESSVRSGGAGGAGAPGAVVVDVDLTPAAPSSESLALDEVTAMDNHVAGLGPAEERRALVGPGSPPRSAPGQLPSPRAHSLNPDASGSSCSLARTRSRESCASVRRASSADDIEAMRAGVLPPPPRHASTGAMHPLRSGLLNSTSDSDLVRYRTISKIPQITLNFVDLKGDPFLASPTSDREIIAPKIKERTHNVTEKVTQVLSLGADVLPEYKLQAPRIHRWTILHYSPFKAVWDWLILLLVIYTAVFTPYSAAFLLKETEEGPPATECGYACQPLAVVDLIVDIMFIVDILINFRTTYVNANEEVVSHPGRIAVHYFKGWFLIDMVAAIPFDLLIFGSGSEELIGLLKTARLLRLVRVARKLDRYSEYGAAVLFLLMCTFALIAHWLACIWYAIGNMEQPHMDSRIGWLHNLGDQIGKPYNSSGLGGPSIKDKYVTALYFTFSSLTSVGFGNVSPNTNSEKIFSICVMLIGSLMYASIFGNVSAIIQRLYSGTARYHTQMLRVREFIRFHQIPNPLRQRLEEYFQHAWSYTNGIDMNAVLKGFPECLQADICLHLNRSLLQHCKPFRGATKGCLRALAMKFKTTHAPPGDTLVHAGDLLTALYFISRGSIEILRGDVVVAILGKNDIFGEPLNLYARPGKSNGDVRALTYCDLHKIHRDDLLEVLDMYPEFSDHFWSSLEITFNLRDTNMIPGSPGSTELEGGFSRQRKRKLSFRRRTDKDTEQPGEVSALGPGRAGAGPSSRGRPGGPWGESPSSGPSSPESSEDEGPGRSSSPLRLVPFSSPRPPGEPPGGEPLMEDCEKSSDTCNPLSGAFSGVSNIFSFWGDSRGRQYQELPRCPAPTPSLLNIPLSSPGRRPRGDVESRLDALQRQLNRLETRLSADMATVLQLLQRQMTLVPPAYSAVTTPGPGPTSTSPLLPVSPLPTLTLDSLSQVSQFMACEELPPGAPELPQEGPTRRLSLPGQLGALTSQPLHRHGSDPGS
KCNK9 inh: KCNK9 potassium channel inhibitors, primary screen, HEK293 cells, thallium flux | Potassium channel subfamily K member 9 (Homo sapiens), Q9NPC2 | FluxOR thallium flux fluorescence; hits give low values | B-score at 10 µM | actives 1.2% (n = 310,000);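 active = ratio B-score over 3 SD below the library mean, with starting fluorescence within 5 SD of its mean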;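 note: negative B-score means less thallium flux so channel inhibition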
KCNQ1 act: potentiators or activators of KCNQ1 channel, primary screen, cell-based, thallium flux, high-throughput; CHO-K1 KCNQ1, thallium flux FluxOR fluorescence; hits give high values; actives 0.35% (n = 310,000); Potassium voltage-gated channel subfamily KQT member 1 (Homo sapiens), P51787; B-score at 10 µM;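 active = fluorescence ratio B-score, a plate-corrected score, at least three library SD, with initial intensity B-score within 5 SD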
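Assay system: stable KCNQ1 CHO-K1 line; medium: assay buffer, equal DMSO in all wells; timing: 90 min dye loading and 20 min compound exposure, both at room temperature; technique: kinetic FluxOR thallium fluorescence, 10-s 1-Hz baseline, 110-s post-stimulus read; read-out basis: B score of baseline-normalized fluorescence ratio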
KCNQ1 block: inhibitors of human KCNQ1 channel, primary screen, cell-based, thallium flux, high-throughput. Potassium voltage-gated channel subfamily KQT member 1 (Homo sapiens), P51787. actives 1.3% (n = 310,000). B-score at 10 µM. AID 2642, 2010. CHO-K1 KCNQ1, FluxOR thallium flux fluorescence; hits give high values;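 active = compounds whose thallium flux B-score, printed positive for inhibition, exceeds three library SD while starting fluorescence stays within three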;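 note: channel opened by potassium depolarization with thallium stimulus after 20 min compound exposure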
KCNK3 inh: human KCNK3 channel inhibitors, primary screen, CHO cells, FluxOR thallium flux, B-score. Potassium channel subfamily K member 3 (Homo sapiens), O14649. FluxOR fluorescence; hits give low values. B-score at 10 µM. actives 0.84% (n = 340,000);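 active = B-score under library mean minus 4 SD, starting fluorescence ratio at most library mean plus 5 SD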;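 note: more negative B-score means stronger inhibition of thallium flux through KCNK3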
TRPC4 block: inhibitors of mouse TRPC4 channel, primary screen, Fluo4 calcium, HEK293 TRPC4beta/mu-opioid cells. Short transient receptor potential channel 4 (Mus musculus), Q9QUQ5. DAMGO-evoked Fluo4 calcium flux; hits give low values. B-score at 10 µM. actives 0.39% (n = 300,000). AID 2247, 2010;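 active = B-score over 3 SD under the library average, no early fluorescence shift, positive overall ratio signal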
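Assay system: TRPC4beta/mu-opioid receptor HEK293 cell line; compound dosing: single concentration per test compound; detection: Fluo4 Ca2+ flux fluorescence; evaluation: per-well B score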
TRPC4 PAM: positive allosteric modulators of TRPC4, primary screen, cell-based, mouse TRPC4beta, HEK293 mu-opioid, Fluo-4 calcium | B-score at 10 µM | DAMGO EC20, Fluo-4 Ca2+ flux; hits give high values | AID 2227, 2009 | Short transient receptor potential channel 4 (Mus musculus), Q9QUQ5 | actives 0.42% (n = 310,000);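 active = B-score of calcium response area above 5 SD of library B-scores, with initial fluorescence ratio within 5 SD of library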;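 note: B-score of integrated fluorescence ratio over time as area under calcium response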
Dyrk1A ADPGlo: rat Dyrk1A kinase inhibitors, primary screen, biochemical, single point, plate reader | Dual specificity tyrosine-phosphorylation-regulated kinase 1A (Rattus norvegicus), Q63470 | ADP-Glo luminescence, NFATc1 peptide | inhibition, % at 12.5 µM | actives 0.43% (n = 310,000) | AID 504441, 2011; in the data active = inhibition above about 50%;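 note: plate controls were vehicle with enzyme for no effect and no enzyme for full effect; many of its hits are not listed in these tables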
PolyA inh: polyadenylation inhibitors in yeast reporter cells, primary screen, luminescence, S. cerevisiae; actives 0.02% (n = 300,000); S. cerevisiae SKY197-pL101 polyadenylation reporter, beta-gal luminescence; efflux-impaired pdr1/pdr3 knockout yeast; score 100 = 6 SD above DMSO; calls only at 12 µM;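 active = lowest replicate activity score at least 50, where 100 means six control SD above control mean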;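 note: yeast exposed to compound for 9 h at 30 °C; higher score means more reporter readthrough which indicates perturbed polyadenylation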
Platelet DG rel: inhibitors of platelet dense granule secretion, primary screen, cell-based, MLPCN, human platelets. human platelet-rich plasma, SFLLRN dense granule ATP release, luminescence. inhibition, %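 (compounds screened at 7.5 µM in platelet-rich plasma)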. actives 0.22% (n = 300,000);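 active = mean replicate score, as percent of positive control, at or above 50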
TRPC4 agonist: activators of mouse TRPC4 channel, primary screen, Fluo4 calcium, HEK293 TRPC4beta/mu-opioid cells | Fluo4 calcium fluorescence; hits give high values | B-score at 10 µM | actives 0.49% (n = 310,000) | AID 2237, 2010;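 active = B-score above 5 SD of library B-scores, and initial fluorescence ratio not above library mean plus 5 SD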;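 note: positive B-score marks a calcium rise read as TRPC4 activation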
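system = HEK293 cells stably co-expressing mouse TRPC4beta and mu-opioid receptor | schedule = Fluo4 dye loading 45 min at room temperature, 110 s recording | measure = B-scored integrated calcium fluorescence ratio | signal = Fluo4 calcium-sensitive dye fluorescence, kinetic, 1 Hz baseline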
The depositor's hits bear a star; i = inactive; / = no result given. The list is partial (hit frequency here may not be typical).

molecule,hERG protect,KCNK9 inh,KCNQ1 act,KCNQ1 block,KCNK3 inh,TRPC4 block,TRPC4 PAM,Dyrk1A ADPGlo,PolyA inh,Platelet DG rel,TRPC4 agonist
COc1cccc(C(=O)Nc2sc(C(C)C)cc2C(N)=O)c1OC,-13,i,i,i,i,i,i,0,i,2,i
CC(C)Cn1c(N)c(C(=O)CSc2ncccn2)c(=O)n(C)c1=O,-9,i,i,i,i,i,i,7,i,3,i
NS(=O)(=O)c1ccc(Cl)c(C(=O)Nc2ccccc2[N+](=O)[O-])c1,-10,i,i,i,i,i,i,0,i,4,i
COc1ccc(S(=O)(=O)N2CCOCC2)cc1C(=O)Nc1ccc2c(c1)OCO2,-12,i,i,i,i,i,i,5,i,16,i
O=C1CN(c2nc3nonc3nc2N2CCCCC2)CCN1,-18,i,i,i,i,i,i,5,i,-2,i
S=c1[nH]nc(COc2ccc3ccccc3c2)o1,-5,i,i,i,i,i,i,4,i,1,i
COc1ccc(Cn2c(=O)c3c(nc(NCCO)n3C)n(C)c2=O)cc1,-7,i,i,i,i,i,12*,-2,i,3,i
CCCn1c(/N=C/c2ccc3c(c2)OCO3)nc2ccccc21,-4,i,i,i,i,i,i,0,i,-2,i
O=c1c2ccccc2nc(CSc2nnnn2-c2ccccc2)n1-c1ccccc1,-1,i,i,i,i,i,i,-2,i,-7,i
CCOC(=O)CNC(=O)c1sc(NC(=O)c2cccc(F)c2)nc1C,-7,i,i,i,i,i,i,-3,i,-3,i
CCOc1ccc(C(=O)NCC(=O)NCC(c2cccs2)N2CCOCC2)cc1 (stereo not given),-9,i,i,i,i,i,i,-5,i,1,i
O=C1OC(Nc2ccc(Br)cc2F)c2ccccc21 (stereo not given),-14,i,i,i,i,i,i,4,i,0,i
C/C(=N\NC(=O)c1ccccc1[N+](=O)[O-])c1ccc(Br)s1,-12,i,i,i,i,i,i,-3,i,1,i
Nn1c(SC/C=C/c2ccccc2)nnc1-c1ccccn1,-10,i,i,i,i,i,i,0,i,-2,i
O=C(Cc1ccccc1Cl)NC1(O)C(=O)c2ccccc2C1=O,-11,i,i,i,i,i,i,4,i,-14,i
COc1cccc(C=O)c1OC(=O)N1CCOCC1,-5,i,i,i,i,i,i,-2,i,5,i
C/C=C(\C)CN1CCN(c2cc(C)ccc2C)CC1,-3,i,i,i,i,i,i,-2,i,-7,i
NC(=O)C1CCN(C(=O)c2cnn(-c3ccccc3)c2NC(=O)c2cccc(F)c2)CC1,-5,i,i,i,i,i,i,-6,i,8,i
CCOC(=O)N1CCN(C(=O)/C(=C/c2ccc(OC)cc2)NC(=O)c2ccccc2)CC1,-9,i,i,i,i,i,i,-1,i,16,i
CC(=O)Nc1ccc(S(=O)(=O)N2CCCC2C(=O)Nc2ccc3c(c2)OCCO3)cc1 (stereo not given),-4,i,i,i,i,i,i,4,i,5,i
N#C/C(=C\c1ccc(Oc2ccc(C(F)(F)F)cc2[N+](=O)[O-])cc1)c1nc2ccccc2[nH]1,-9,i,i,i,i,i,i,3,i,15,i
COC(=O)c1cc(S(=O)(=O)N2CCN(c3cc(C)ccc3C)CC2)c[nH]1,-11,i,i,i,i,i,i,5,i,16,i
CC(C)OCCCn1c(=S)[nH]c2ncccc2c1=O,-14,i,i,i,i,i,i,-4,i,-1,i
CC(=O)c1ccc(NC(=O)CSc2nnc(-c3ccoc3C)n2Cc2ccccc2)cc1,-6,i,i,i,i,i,i,6,i,/,i
CN(CCOc1cccc(C(F)(F)F)c1)Cc1ccccc1,-13,i,i,i,i,i,i,-1,i,8,i

Remaining list, next part:
molecule,hERG protect,KCNK9 inh,KCNQ1 act,KCNQ1 block,KCNK3 inh,TRPC4 block,TRPC4 PAM,Dyrk1A ADPGlo,PolyA inh,Platelet DG rel,TRPC4 agonist
Cc1ccc(SCCNC(=O)c2ccccc2F)cc1,-4,i,i,i,i,i,i,-4,i,-2,i
O=C(COC(=O)CNC(=O)c1sc2ccccc2c1Cl)Nc1c(Cl)cc(Cl)cc1Cl,1,i,i,i,i,i,i,-3,i,8,i
CCOc1ccc(NC(=O)c2cccnc2SC)cc1,-11,i,i,i,i,i,i,-3,i,0,i
O=C(Nc1ccc2oc(=O)ccc2c1)c1ccccc1[N+](=O)[O-],-3,i,i,i,i,/,i,/,i,-1,i
O=C(O)c1cccc2c1-c1ccccc1/C2=N\Nc1ccccc1,0,i,i,i,i,i,i,7,i,-4,i
CC(C)OCCCNC(=O)c1cc(-c2cccs2)nc2ccccc12,-14,i,i,i,i,i,i,0,i,0,i
O=C(Cc1coc2ccc3ccccc3c12)N1CCCC1,-9,i,i,i,i,i,i,22,i,-14,i
Cc1nc2cc(NC(=O)c3ccc(Br)s3)ccc2s1,-6,i,i,i,i,i,i,2,i,12,i
Cc1nc2ccccc2cc1C(=O)NCc1ccco1,-9,i,i,i,i,i,i,3,i,1,i
CS(=O)(=O)N1CCN(Cc2cc(=O)n3ccsc3n2)CC1,-12,i,i,i,i,i,i,-4,i,-1,i
CCN(CC)Cc1cc(CC(C(N)=O)C(N)=O)ccc1OC,-14,i,i,i,i,i,i,2,i,-8,i
COc1ccc(C(=O)COC(=O)CN2C(=O)c3ccccc3C2=O)c(OC)c1,-8,i,i,i,i,i,i,-6,i,-6,i
COc1ccc(CNC(=O)CSc2nc(C)cs2)cc1,-6,i,i,i,i,i,i,0,i,0,i
CCOC(=O)c1ccc(NC(=O)CCS(=O)(=O)Cc2ccccc2)cc1,-13,i,i,i,i,i,i,0,i,-15,i
O=c1[nH]nc(SCc2ccccc2)n1C1CC2C=CC1C2 (stereo not given),-7,i,i,i,i,i,i,2,i,-11,i
Cc1ccc(OCCC(=O)Nc2ccc(C)c(F)c2)cc1,-1,i,i,i,i,i,i,3,i,-2,i
CCCN(Cc1cc(=O)[nH]c2ccccc12)C(=O)CC,-14,i,i,i,i,i,i,4,i,0,i
Cc1cc(OCc2nn[nH]n2)c2c(C)c(Cc3ccccc3)c(=O)oc2c1,-5,i,i,i,i,i,i,0,i,7,i
CC(=O)NS(=O)(=O)c1ccc(NC(=O)c2ccc(Cl)cc2[N+](=O)[O-])cc1,-6,i,i,i,i,i,i,0,i,1,i
O=C(NCCNC(=O)c1ccc(Cl)cc1Cl)c1ccccn1,-3,i,i,i,i,i,i,-4,i,1,i
Cc1cc(C)cc(NC(=O)c2ccc(Cn3nc(C)c(Cl)c3C)o2)c1,-13,-10*,i,i,-9.4*,i,i,4,i,0,i
CSc1nsc(/C=C/Nc2ccc(F)cc2)c1C#N,-9,i,i,i,i,i,i,-4,/,0,i
CN(c1ccc(OCC(=O)Nc2ccc3[nH]c(=O)[nH]c3c2)cc1)S(=O)(=O)c1ccc(Cl)cc1,-9,i,i,i,i,i,i,9,i,1,i
Cc1[nH]c2ccccc2c1C(c1ccccn1)N1CCC(C)CC1 (stereo not given),-4,i,i,i,i,i,i,1,i,-1,i
CCOC(=O)c1c(NC(=O)Cc2ccccc2)sc2c1CCN(C)C2,-8,i,i,i,i,i,i,-4,i,1,i

More records.
molecule,hERG protect,KCNK9 inh,KCNQ1 act,KCNQ1 block,KCNK3 inh,TRPC4 block,TRPC4 PAM,Dyrk1A ADPGlo,PolyA inh,Platelet DG rel,TRPC4 agonist
COC(=O)c1cccc(NC(=O)CN(c2ccc3c(c2)OCO3)S(C)(=O)=O)c1C,-9,i,i,i,i,i,i,-6,i,-1,i
CCOC(=O)C1(CCc2ccccc2)CCN(Cc2cccc3nccnc23)CC1,-2,i,i,i,i,i,i,-5,i,11,i
COc1ccc(-n2nnnc2SCC(=O)NCCc2ccc(OC)c(OC)c2)cc1,-3,i,i,i,i,i,i,-9,i,1,i
CCC(c1nnnn1Cc1ccc(OC)cc1)N1CCN(c2ccc(OC)cc2)CC1 (stereo not given),-3,i,i,i,i,i,i,-1,i,1,i
COCCNC(=S)N1CCC(C(=O)c2ccc(C)cc2)CC1,-9,i,i,i,i,i,i,0,i,1,i
Cc1ccc(S(=O)(=O)N(C)CC(=O)Nc2nc3ccccc3s2)cc1,-12,i,i,i,i,i,i,25,i,0,i
NC(=O)c1sc2nc3c(c(-c4cccnc4)c2c1N)CCC3,-2,i,i,i,i,i,i,10,i,-1,i
O=C(CSc1nnnn1Cc1ccccc1)c1ccccc1F,-21,i,i,i,i,i,i,1,i,-4,i
COc1ccc(N2CCN(C(=O)CCNC(=O)c3ccc(Br)cc3)CC2)cc1,-4,i,i,i,i,i,i,5,i,-14,i
Cc1nn2c(N)c(C#N)cnc2c1-c1ccccc1,-1,i,i,i,i,/,i,1,i,9,i
CC(C)C(OC(=O)c1nsc(Cl)c1Cl)C(=O)NCC1CCCO1 (stereo not given),-6,i,i,i,i,i,i,1,i,-1,i
O=[N+]([O-])c1ccc(N2CCN(S(=O)(=O)Cc3ccccc3)CC2)cc1N1CCOCC1,1,i,i,i,i,i,i,2,i,-3,i
CCN(CC)CCN(Cc1cc2cc3c(cc2[nH]c1=O)OCCO3)C(=S)NCC(C)C,-9,i,i,i,i,i,i,0,i,4,i
CCN(CC(=O)Nc1c(F)cccc1F)C(=O)C(C)SCc1nc2sc(C)c(C)c2c(=O)[nH]1 (stereo not given),-7,i,i,i,i,i,i,/,i,26,i
CCOCCCNC(=O)CN1C(=O)/C(=C\c2ccc(C)cc2)Sc2ccccc21,-14,i,i,i,i,i,i,-2,i,-13,i

Bioassay records from PubChem BioAssay.
